RNase H inhibition: RNase H inhibition, HIV 1 Gag Pol polyprotein, FRET biochemical assay, screening (AID 372). HIV-1 RT RNase H, FRET RNA/DNA substrate fluorescence; higher % means a stronger effect. inhibition, % at 10 µM; hits with a dose series show IC50 in µM. 0.77% of 100,000 active; in the data active = inhibition above about 50%
An asterisk follows results filed as active. An excerpt; rates above refer to the full screens.

| molecule | RNase H inhibition |
| --- | --- |
| Cc1cc(C)c(C(=O)/C=C/c2cccnc2)c(=O)[nH]1 | 1% |
| O=C(/C=C/c1ccco1)NCCCNC(=O)/C=C/c1ccco1 | 9% |
| CC(C)c1ccc(C2C3=C(CC(C)(C)CC3=O)NC3=C2C(=O)CC(C)(C)C3)cc1 | 7% |
| COc1cc(C(=O)NC(NC(=S)Nc2ccccc2)C(Cl)(Cl)Cl)cc(OC)c1OC (stereo not given) | 10% |
| O=C1NC(=S)S/C1=C/c1ccc(-c2ccc([N+](=O)[O-])cc2Br)o1 | 10% |
| CCOC(=O)C(CCOc1ccc(Cl)cc1C)C(=O)OCC | 7% |
| COc1cc(/C=C(/NC(=O)c2ccccc2)C(=O)NCCO)c([N+](=O)[O-])cc1OC | 0% |
| O=C(N/N=C\c1ccc(-c2cccc(Cl)c2)o1)C1COc2cc3ccccc3cc2O1 (stereo not given) | 11% |
| O=C(/C=C/c1ccccc1)Nc1ccc2c(c1)OCCO2 | 10% |
| Cc1nc(C)c(-c2csc(Nc3ccc(N)cc3)n2)s1 | 48% |
| Clc1cccc(OCCCCn2ccnc2)c1 | 0% |
| CN1C(=O)S/C(=C\c2ccccc2OCc2ccc(Cl)cc2)C1=O | 13% |
| Cc1c(N=C2C(=O)CSN2/N=C/c2ccc(N(C)C)cc2)c(=O)n(-c2ccccc2)n1C | 4% |
| O=[N+]([O-])c1ccc(S(=O)(=O)Nc2cccc(Br)c2)cc1 | 1% |
| C=C(C)Cn1c(SCC(=O)c2ccc(OC)cc2)nnc1-c1ccc(Br)cc1 | 11% |
| Cc1cc(Cl)ccc1OCCCCN(C)C1CCCCC1 | 15% |
| CCOc1cc(C(=O)Nc2ncccc2C)cc(OCC)c1OCC | 1% |
| O=C(/C=C/c1cccc2ccccc12)Nc1ccc(Nc2ccccc2)cc1 | 25% |
| COc1ccc(NC(=O)c2cnn3c2NC(c2ccc(F)cc2)CC3C(F)(F)F)c(OC)c1 (stereo not given) | 19% |
| O=C(Nc1ccccc1C(=O)O)c1cccc(N2C(=O)c3cccc([N+](=O)[O-])c3C2=O)c1 | 1% |
| O=C(COc1ccc([N+](=O)[O-])cc1)Nc1ccc(OC(F)(F)F)cc1 | 21% |
| COc1cc(CN2CCCn3c4c(c5cc(C)ccc53)CCCC42)cc(OC)c1OC (stereo not given) | 6% |
| C=CCn1c(C)c(/C=C(/C#N)C(=O)Nc2ccc(OC)cc2)c2ccccc21 | 9% |
| Brc1ccc(OCCCn2ccnc2)cc1 | 5% |
| CC1C(c2ccccc2)=[N+]([O-])C(C)(c2cccs2)N1O (stereo not given) | 7% |
| CCCOC(=O)c1ccc(NC(=O)c2ccc(C)cc2)cc1 | 0% |
| CC1C(c2ccccc2)N(C)C(c2ccccc2)C(C)C1(O)Cc1ccccc1 (stereo not given) | 6% |
| CN(C)c1ccc(/C=N/c2sc3c(c2C#N)CCCC3)cc1 | 4% |
| COc1ccc(NC(=S)NC(=O)c2cccc(F)c2)cc1Cl | 4% |
| CC(=O)C1=C(O)C(=O)N(CCN2CCNCC2)C1c1ccc(F)cc1 (stereo not given) | 9% |
| O=C1CC(N2CCN(Cc3ccc4c(c3)OCO4)CC2)C(=O)N1c1ccc(Br)cc1 (stereo not given) | 3% |
| O=C(O)CCCCCN1C(=O)C(=O)/C(=C(/O)c2ccccc2)C1c1ccc(F)cc1 (stereo not given) | 3% |
| CCOc1ccc(NC(=O)Nc2nnc(-c3ccc([N+](=O)[O-])cc3)s2)cc1 | 6% |
| CCOC(=O)c1[nH]c(=O)[nH]c1CSc1nc2ccccc2o1 | 40% |
| Cc1cc(Cl)ccc1N(CC(=O)NCc1cccnc1)S(=O)(=O)c1ccccc1 | 9% |
| NC(=S)N/N=C/c1ccc(-c2ccc(Cl)c(Cl)c2)o1 | 28% |
| COc1ccc(N2C(=O)/C(=C\c3ccc(OC)c4ccccc34)SC2=S)cc1 | 9% |
| O=C(Nc1ccc2c(c1)OCO2)Oc1ccccc1 | 10% |
| Cn1c2ccccc2c2cc(C3Nc4ccccc4C(=O)N3Cc3ccccc3)ccc21 (stereo not given) | 9% |
| CCOC(=O)c1c(C)n(C)c2c1cc(OC(C)=O)c1ccccc12 | 9% |
| Cc1c(OCc2ccccc2)ccc2c(=O)c(-c3ccccc3Cl)coc12 | 16% |
| COc1ccc([N+](=O)[O-])cc1/C=C1/C(=O)NC(=O)N(c2ccc(C(C)C)cc2)C1=O | 9% |
| CCC(Oc1ccccc1)C(=O)N1CCN(c2ccc(Cl)cc2)CC1 (stereo not given) | 0% |
| Cc1ccc(S(=O)(=O)N(CC(O)CN2CCCCC2)c2cccc(C)c2)cc1 (stereo not given) | 6% |
| O=C(Nc1nnc(CSCc2ccc(F)cc2)s1)Nc1ccccc1F | 8% |
| CC1=C(C#N)c2nc(N)c(C#N)c(C)c2/C1=C\c1ccco1 | 15% |
| COc1cccc(C(=O)Nc2cc(C(F)(F)F)cc(C(F)(F)F)c2)c1 | 9% |
| Oc1ccc(/C=N/Nc2nnc(Cl)c3ccccc23)c(O)c1 | 16% |
| Cc1c(C=O)cc2c(c1C)OC1(C=C2)N(C)c2ccccc2C1(C)C (stereo not given) | 35% |
| CC1(C)CC(=O)C=C(Nc2ccc(F)c(F)c2)C1 | 7% |
| COc1ccc(/C=N\Nc2nc(-c3ccccc3)cc(-c3ccccc3)n2)cc1OC | 0% |
| COc1cc(C(c2c(C)[nH]c3ccccc23)c2c(C)[nH]c3ccccc23)ccc1O | 24% |
| Cc1ccc(-c2cc(C(=O)Nc3sc4c(c3C(N)=O)CCCC4)c3ccccc3n2)cc1C | 18% |
| CCOc1ccc(C(=O)NCc2ccco2)cc1Cl | 6% |
| COc1cc(/C=C2/SC(=S)N(c3ccccc3)C2=O)ccc1OC(=O)c1ccc(Cl)cc1 | 7% |
| Cc1ccc(SCc2[nH]n(-c3ccccc3)c(=O)c2N=Nc2ccccc2Br)cc1 | 12% |
| CCOC(=O)C1=C(C)NC2=C(C(=O)c3ccccc32)C1c1ccc([N+](=O)[O-])cc1 (stereo not given) | 12% |
| CCSc1sc(CC)cc1C(=O)O | 11% |
| Cc1ccccc1C(=O)NC(=S)Nc1ccc(Cl)c(-c2nc3ccccc3s2)c1 | 8% |
| CCOC(=O)/C(=C1/OC(=O)c2ccccc21)c1ccc([N+](=O)[O-])cc1 | 10% |

(further entries)
| molecule | RNase H inhibition |
| --- | --- |
| C=CCn1c(O)c(C=NC(C)CC)c(=O)[nH]c1=S (stereo not given) | 16% |
| C/C(=C1/SC(=S)NC1=O)c1ccc(C)cc1 | 8% |
| Cc1ccccc1/C=C1\SC(=S)N(/N=C/c2cc([N+](=O)[O-])ccc2O)C1=O | 13% |
| CCc1ccccc1NC(=O)C(=O)NCc1ccc(F)cc1 | 0% |
| COc1ccc(C(N=C2NS(=O)(=O)c3cc([N+](=O)[O-])ccc32)c2ccccc2)cc1 (stereo not given) | 9% |
| COc1ccc(N2C(=O)C(O)=C(C(C)=O)C2c2ccc([N+](=O)[O-])cc2)cc1 (stereo not given) | 0% |
| CCOc1ccc(N(CC(=O)Nc2ccccc2C(F)(F)F)S(=O)(=O)c2ccc(SC)cc2)cc1 | 0% |
| Cc1cc(/C=C2\C(=O)NC(=O)N(c3ccc4c(c3)OCO4)C2=O)c(C)n1-c1cccnc1 | 12% |
| Cc1cc(Br)cc(C)c1NC(=O)C(C)C | 0% |
| O=c1nc2cc3[nH]c4c(=O)c5ccccc5c4[nH]c3cc2n1 | 7% |
| Cc1cc(/C=C(\C#N)C(=O)Nc2ccc(Cl)cc2)c(C)n1-c1ccc(-c2ccccc2)cc1 | 22% |
| O=C(c1ccc(Cl)c([N+](=O)[O-])c1)N1CCN(c2ccccc2)CC1 | 15% |

Sorted by molecular weight (rising): part of the list above
| molecule | RNase H inhibition |
| --- | --- |
| Brc1ccc(OCCCn2ccnc2)cc1 | 5% |
| Cc1cc(Cl)ccc1OCCCCN(C)C1CCCCC1 | 15% |
| CCOc1ccc(NC(=O)Nc2nnc(-c3ccc([N+](=O)[O-])cc3)s2)cc1 | 6% |
| Cc1ccccc1/C=C1\SC(=S)N(/N=C/c2cc([N+](=O)[O-])ccc2O)C1=O | 13% |
| COc1ccc(C(N=C2NS(=O)(=O)c3cc([N+](=O)[O-])ccc32)c2ccccc2)cc1 (stereo not given) | 9% |

(list continues)
| molecule | RNase H inhibition |
| --- | --- |
| CCOC(=O)C1=C(C)N=c2s/c(=C\c3ccccc3)c(=O)n2C1c1ccc2c(c1)OCO2 (stereo not given) | 18% |
| Cc1ccc(C(=O)Oc2ccc(/C=c3/sc4nc5ccccc5n4c3=O)cc2)cc1 | 10% |
| O=C(Cc1ccc(Br)cc1)Nc1cc([N+](=O)[O-])ccc1F | 16% |
| CCC1CCc2c(sc(NC(=O)c3c(-c4ccccc4)noc3C)c2C(N)=O)C1 (stereo not given) | 27% |
| O=C(CSc1ncccn1)NN=C1CCCC1 | 6% |
| CCC(Oc1ccccc1)C(=O)Nc1sc(C)c(C)c1C(=O)OC (stereo not given) | 25% |
| CCC(=O)Nc1ccc(NC(=O)c2ccc(Br)o2)cc1 | 1% |
| Cc1ccc2nc3nc(C)cc(C)c3c(N)c2c1 | 0% |
| CCCC1C(=O)CC(c2ccccc2)N(C)C1c1ccccc1 (stereo not given) | 10% |
| O=C(CCc1ccccc1)N1CCN(c2ccc(Cl)cc2)CC1 | 0% |
| CCN(CC)Cc1c(-c2ccccc2)c2cc([N+](=O)[O-])ccc2n1Cc1ccccc1 | 9% |
| COC1C(C2COC3(CCCCC3)O2)OC2OC3(CCCCC3)OC21 (stereo not given) | 3% |
| CCC1=NN2C(=N)/C(=C/c3ccc(OCc4ccc(F)cc4)cc3)C(=O)N=C2S1 | 14% |
| COc1cc(N2N=C(c3ccccc3)CC2c2ccccc2)c(C=O)cc1C=O (stereo not given) | 22% |
| COc1ccc(-c2c(C#N)c(N)nc(SCC(=O)OCc3ccccc3)c2C#N)cc1 | 15% |
| COC(=O)C1=C(C)NC(=O)N(C(C)=O)C1c1ccc(Cl)cc1 (stereo not given) | 9% |
| CC1=C(C(=O)OC(C)C)C(c2ccncc2)C2=C(CC(c3ccccc3)CC2=O)N1 (stereo not given) | 13% |
| O=C1NC(=S)NC(=O)C1=Cc1cccc(OC(=O)c2ccc(Cl)cc2)c1 | 30% |
| CCOc1nc(Nc2ccccc2)nc(OCC)n1 | 13% |
| CN(C)c1cc(N/N=C\c2ccc(Br)cc2)nc(N(C)C)n1 | 5% |
| Cc1sc2nc(SCC#N)[nH]c(=O)c2c1C | 33% |
| Cc1ccc(OCc2nc(-c3ccc(Cl)cc3)no2)c(Br)c1 | 0% |
| COc1cc(C(=O)Nc2ccc(-c3nc4cc(C)ccc4o3)cc2C)cc(OC)c1OC | 3% |
| CC(=O)N(C)c1ccc(NC(=O)c2ccc(Cl)cc2[N+](=O)[O-])cc1 | 10% |

4 entries from above, with each value named:
mol: O=C1NC(=S)NC(=O)C1=Cc1cccc(OC(=O)c2ccc(Cl)cc2)c1
  RNase H inhibition = 30%
mol: CCOc1nc(Nc2ccccc2)nc(OCC)n1
  RNase H inhibition = 13%
mol: CN(C)c1cc(N/N=C\c2ccc(Br)cc2)nc(N(C)C)n1
  RNase H inhibition = 5%
mol: Cc1sc2nc(SCC#N)[nH]c(=O)c2c1C
  RNase H inhibition = 33%

(further entries)
| molecule | RNase H inhibition |
| --- | --- |
| CCN(CC)S(=O)(=O)c1ccc(N)cc1 | 5% |
| COc1ccc(-c2n[nH]c(=S)n2/N=C/c2ccc(OCc3ccccc3)c(OC)c2)cc1 | 12% |
| Cn1c(=O)oc2cc(Cl)c(C(=O)O)cc21 | 3% |
| O=S1(=O)c2ccccc2-c2cc(-c3nc(C4=CNC5C=CC=CC45)[nH]c3-c3ccccc3)ccc21 (stereo not given) | 19% |
| CN(C)c1cccc(C(=O)NC(c2ccccc2)c2ccccc2)c1 | 10% |
| COc1cc(C2C(C(=O)OCCc3ccccc3)=C(C)NC3=C2C(=O)CC(c2ccc(Cl)cc2)C3)cc(Br)c1O (stereo not given) | 13% |
| COc1ccc(COC(=O)C2=C(C)NC3=C(C(=O)CC(C)(C)C3)C2c2ccc(Cl)c([N+](=O)[O-])c2)cc1 (stereo not given) | 21% |
| COc1cccc(N2C(=O)CC(N3CCN(C)CC3)C2=O)c1 (stereo not given) | 0% |
| COc1c(Cl)ccc(Cl)c1C(=O)Nc1cccc(Br)c1 | 7% |
| O=C(c1ccc(I)cc1)N1CCOCC1 | 0% |
| Cc1cc(C)nc(SCC(=O)N/N=C/c2cc([N+](=O)[O-])ccc2O)n1 | 12% |
| Cc1c(N2C(=O)CS/C2=N\N=C\c2ccc(Cl)cc2)c(=O)n(-c2ccccc2)n1C | 1% |
| Cc1cc(C(=O)Nc2ccc(C(=O)O)cc2)ccc1[N+](=O)[O-] | 3% |
| COc1cc(NC(=O)c2ccccc2I)ccc1NC(=O)c1ccco1 | 6% |
| c1cc(NCc2ccc3c(c2)OCO3)cc(-c2nc3ccccc3o2)c1 | 3% |
| CCCCSc1nnc2c(n1)OC(c1ccc(Br)o1)Nc1ccccc1-2 (stereo not given) | 14% |
| C/C(Cl)=C/CON1C(=O)C2C3C=CC(O3)C2C1=O (stereo not given) | 0% |
| CCOC(=O)C1=C(C)N=c2s/c(=C\c3ccc(Cl)cc3Cl)c(=O)n2C1c1ccc(OC)cc1 (stereo not given) | 7% |
| Cc1c(C(=O)Nc2cccc(NC(=O)c3ccco3)c2)cccc1[N+](=O)[O-] | 0% |
| Cc1ccc(/C=c2\sc3nnc(-c4ccccc4Cl)n3c2=O)o1 | 17% |
| N#CC1=C(N)Oc2cc(O)ccc2C1c1ccccc1Br (stereo not given) | 8% |
| CC1=C(C(=O)OCC2CCCO2)C(c2ccc3c(c2)OCO3)NC(=O)N1 (stereo not given) | 0% |
| CCNC(=O)N1c2ccc(C)cc2C(C)=CC1(C)C | 0% |
| Cc1nc(N)sc1-c1csc(N/N=C/c2cccnc2)n1 | 14% |
| COc1ccc(C(=O)NC(=S)Nc2cc(C)ccc2C)cc1OC | 16% |

Compound activity from PubChem.
